Screening results as filed in PubChem BioAssay.
ALOX12 inhib = blocks human 12-lipoxygenase activity. purified 12-hLO, xylenol orange hydroperoxide absorbance. Potency, µM (highest dose often 57.1 µM), without a hit: at the highest dose activity change, negative = inhibition, most hits filed as inhibitors. 150,000 compounds, 0.12% hits; further: potency means the concentration at half of the fitted maximal effect; nearly all actives have a fitted effect of over 55% in size; many of its hits are not listed in these tables
Target sequence (P18054 whole entry, looked up): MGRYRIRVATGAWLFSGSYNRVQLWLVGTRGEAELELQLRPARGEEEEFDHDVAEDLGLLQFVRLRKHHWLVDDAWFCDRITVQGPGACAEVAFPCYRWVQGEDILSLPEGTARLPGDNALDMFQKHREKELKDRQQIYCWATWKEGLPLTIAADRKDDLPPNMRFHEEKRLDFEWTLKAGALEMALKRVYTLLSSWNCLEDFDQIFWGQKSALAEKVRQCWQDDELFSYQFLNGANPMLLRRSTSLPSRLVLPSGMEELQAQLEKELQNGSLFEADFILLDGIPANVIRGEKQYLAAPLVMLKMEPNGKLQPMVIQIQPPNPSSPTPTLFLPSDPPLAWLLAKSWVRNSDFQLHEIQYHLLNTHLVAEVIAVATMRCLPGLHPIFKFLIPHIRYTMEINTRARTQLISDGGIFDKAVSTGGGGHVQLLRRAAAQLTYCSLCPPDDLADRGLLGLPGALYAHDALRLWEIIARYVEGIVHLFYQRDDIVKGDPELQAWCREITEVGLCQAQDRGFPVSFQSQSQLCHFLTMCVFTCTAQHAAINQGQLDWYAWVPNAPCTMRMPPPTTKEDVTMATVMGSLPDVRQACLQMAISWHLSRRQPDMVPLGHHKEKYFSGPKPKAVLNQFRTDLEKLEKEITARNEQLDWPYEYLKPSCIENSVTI
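Purified human 12hLO (150 nM final) was preincubated with compounds for 15 min at room temperature in 25 mM Hepes pH 7.0, 0.01% Triton X-100, then reacted with 40 uM arachidonic acid for 30 min. Hydroperoxide was detected with ferrous iron/xylenol orange.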
PNC inhibitor = blocks assembly of the perinucleolar compartment. PC3M PTB-GFP, PNC prevalence imaging, 16 h; hits give low values. 140,000 compounds, 3.1% hits. activity change (PNC), negative = inhibition, % at 10 µM. AID 2417;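 active means readout at or below -70, meaning at least 70% loss of cells showing the perinucleolar compartment, a nuclear body marking cancer cells; inconclusive means readout between -30 and a set limit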;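 further: plate controls were DMSO wells for no effect and camptothecin positive control wells for full effect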
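PC3M cells stably expressing PTB-GFP, 750–1000 cells/well, treated 16 h at 37 °C with compound (23 nl of library stock), in duplicate. After paraformaldehyde fixation and Hoechst stain, imaged at 20x; PNC prevalence scored by image analysis.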
IMPase cell inh = IMPase inhibition in cells. P97697. CHO-M1 cells, IP1 accumulation, HTRF TR-FRET ratio. inhibition (IP1 accumulation), % at 46.1 µM. 120,000 tested, under 10 active. AID 901; active means well fitted curve in the direction sought with a large enough effect in the signal ratio, not every such curve was filed as active; inconclusive means small, poorly fitted or top-dose-only effect, or a change in a side signal; inactive means no such curve, though single readings can be large or run the other way; the % refers to the signal ratio;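 further: cells stimulated with carbachol in lithium chloride buffer; plate controls were DMSO basal wells for no effect and reference inhibitor wells for full effect; higher means more IMPase inhibition seen as more IP1 and lower FRET ratio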
Target sequence (P97697 whole entry, looked up): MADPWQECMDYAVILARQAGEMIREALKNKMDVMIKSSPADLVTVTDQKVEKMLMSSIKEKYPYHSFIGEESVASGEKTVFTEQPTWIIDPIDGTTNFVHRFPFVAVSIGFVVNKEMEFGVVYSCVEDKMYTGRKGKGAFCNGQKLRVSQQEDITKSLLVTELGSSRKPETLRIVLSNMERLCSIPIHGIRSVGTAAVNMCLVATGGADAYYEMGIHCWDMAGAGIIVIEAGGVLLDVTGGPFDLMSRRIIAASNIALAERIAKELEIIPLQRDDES
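Measured: the HTRF emission ratio (665/620 nm) plus the 620 nm donor channel, each fitted to the Hill equation to give AC50. Cells were CHO-M1 given compounds up to 46 uM and a 30 min carbachol stimulation at 37C.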
15-hLO-2 inh = 15-hLO-2 (ALOX15B) enzyme inhibition; O15296; AID 881; 110,000 compounds, 0.56% hits; purified 15hLO-2, xylenol orange hydroperoxide absorbance; Potency, µM (doses to about 57.1 µM), for the others: at the top dose activity change, negative = inhibition, hits mostly inhibitors; further: potency means the concentration at half of the fitted maximal effect; nearly all actives have a fitted effect of over 60% in size; many of its hits are not listed in these tables
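Purified human 15hLO-2 (50 nM) preincubated 15 min with compound, then 45 uM arachidonic acid for 90 min at RT in 25 mM Hepes pH 7.5, 0.01% Triton X-100. Hydroperoxide detected by Fe-xylenol orange; 573/405 nm absorbance ratio.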
Active calls of the source: *; ? = inconclusive; nt = no result given; [ ] = remark or other dose. Unless noted, the call rests on the fitted dose curve; in most records, active means well fitted curve in the direction sought with a large enough effect; inconclusive means small, poorly fitted or top-dose-only effect, or another doubt; inactive means no such curve, though single readings can be large; an effect the other way counts as inactive or inconclusive. Unless noted, on the % scale 0 is the no-effect control and ±100 the full control effect. This is a subset; rates above refer to the full screens.

No. | Compound | PNC inhibitor | 15-hLO-2 inh | ALOX12 inhib | IMPase cell inh
1 | COc1ccc(CNC(=O)CN(CC2CCCO2)C(=O)CNS(=O)(=O)c2ccccc2)cc1 (stereo not given) | -2 | -2% | -9% | -3
2 | O=C(CN1N=C(C(F)(F)F)CC1(O)c1ccc([N+](=O)[O-])cc1)c1ccccc1 (stereo not given) | ? | nt | -7% | ?
3 | Cc1ccccc1CNC(=O)c1ccc(CSCc2ccccc2)cc1 | -17 | 1%[11.4 µM] | -5% | -4[1.84 µM]
4 | O=C1CC(c2ccc(Cl)cc2)CC(O)=C1C=NCc1ccc(Cl)c(Cl)c1 (stereo not given) | 21 | -3% | 4% | -1
5 | COC(=O)CSc1nnc(CNc2nc(-c3ccccc3)cs2)n1C | ? | nt | 0% | 6
6 | COc1cc(C2C(N3C(=O)c4ccccc4C3=O)C(=O)N2c2ccc(C)c(C)c2)cc(OC)c1OC (stereo not given) | 32 | nt | -3% | nt
7 | O=C(Nc1ccc(F)c(F)c1)c1ccc2c(c1)OCO2 | -23 | -11% | 7% | -8
8 | COc1ccc(C(c2c[nH]c3ccccc23)c2c[nH]c3ccccc23)cc1O | 2 | -17% | -28% | 3
9 | O=C1C2C(c3ccccc3)C=CC(c3ccccc3)C2C(=O)N1c1ccccn1 (stereo not given) | -9 | nt | -1% | 7
10 | COc1ccccc1C(=O)NCCn1cc(SCC(=O)Nc2nnc(C)s2)c2ccccc21 | ? | -9% | -1% | 10
11 | COc1ccc(OC)c(C2C=C(C34CC5CC(CC(C5)C3)C4)NC(=S)N2)c1 (stereo not given) | ? | nt | 7.1µM* | nt
12 | COc1ccc(CCN2C(=O)C3C4C=CC(C4)C3C2=O)cc1OC (stereo not given) | ? | -2% | -1% | -5
13 | NNC(=O)[C@@H](O)[C@H](O)C(=O)NN | nt | 0%[11.4 µM] | 3%[11.4 µM] | nt
14 | CN(C)Cc1cc(C(F)(F)F)ccc1C(O)(c1ccccc1)c1ccccc1 | nt | 12%[11.4 µM] | 4%[11.4 µM] | nt
15 | COc1cccc2cc(C(=O)N(Cc3ccccc3)CC3CCCO3)c(=O)oc12 (stereo not given) | 349 | nt | 9% | 4
16 | Cc1nnc(NC(=O)c2ccco2)s1 | 42 | nt | 1% | 7
17 | Cc1ccccc1NC(=O)CCCSc1nc2ccccc2s1 | 83 | nt | -2% | nt
18 | CCn1c(N)c(C(=O)NC2CCCCC2)sc1=S | 45 | nt | -9% | -2
19 | CCCCCCCCCC(=O)OCC(O)CO (stereo not given) | 11 | nt | 1% | nt
20 | CCCC(C)C(=O)Nc1ccc(NC(C)=O)cc1 (stereo not given) | -4 | 1% | -4% | 6
21 | Oc1ccccc1/C=N/Nc1nccnc1Cl | -88* | 33%[activator] | -18% | -1
22 | CCCNC(=S)N1CCC(NC(=O)C2CCCCC2)CC1 | 77 | 1% | -5% | -2
23 | COc1ccc(C(=O)C[n+]2ccccc2C)cc1 | -20 | nt | -5% | nt
24 | COC(=O)Cc1ccc(NC(=S)N2CCN(c3ccc(OC)cc3)CC2)cc1 | -6 | nt | 0% | -3
25 | COc1cc(Cl)c(C)cc1NC(=O)CCCN1C(=O)CCC1=O | -29 | 2% | 1% | 1
26 | CN(C)C(=O)/N=N\C(=O)N(C)C | nt | 3% | -2% | -1
27 | CN(CCC#N)C(=O)COC(=O)c1c2c(nc3ccccc13)/C(=C/c1ccco1)CC2 | 17 | nt | -4% | -19
28 | COc1ccc(C2NCCn3cccc32)cc1 (stereo not given) | 19 | nt | -3% | 5
29 | C/C(=C\C(=O)c1ccccc1)Nc1ccc2c(c1)OCO2 | 46 | nt | -14% | 7
30 | CCCCc1ccc(C2C3=C(CC(C)(C)CC3=O)NC3=C2C(=O)c2ccccc23)cc1 (stereo not given) | -27 | nt | 2% | nt
31 | Cc1c(N2C(=O)C(C)SC23C(=O)Nc2ccccc23)c(=O)n(-c2ccccc2)n1C (stereo not given) | ? | -4% | 0% | -2
32 | Cn1c(N)c(C#N)c(C#N)c1-c1ccccc1 | 3 | 39%[activator] | 8% | 6
33 | Cc1ccc(N2C(=O)CC(N3CCN(C)CC3)C2=O)cc1 (stereo not given) | -100* | nt | 1% | 7
34 | [C-]#[N+]/C(C#N)=C\c1cc(C(C)(C)C)c(O)c(C(C)(C)C)c1 | nt | 9% | -29% | nt
35 | CC(=O)C(/C=N/c1cc(-c2ccc(C)cc2)nn1-c1ccccc1)=C(\C)O | 71 | nt | 2% | nt
36 | Cc1c(C)n(C)c2ccc(C(=O)Nc3cccc4ccccc34)cc12 | -15 | -27% | -3% | 0

Entries above printed as active in PNC inhibitor.
No. | Compound | PNC inhibitor | 15-hLO-2 inh | ALOX12 inhib | IMPase cell inh
21 | Oc1ccccc1/C=N/Nc1nccnc1Cl | -88* | 33%[activator] | -18% | -1
33 | Cc1ccc(N2C(=O)CC(N3CCN(C)CC3)C2=O)cc1 (stereo not given) | -100* | nt | 1% | 7

(further entries)
No. | Compound | PNC inhibitor | 15-hLO-2 inh | ALOX12 inhib | IMPase cell inh
37 | COc1cccc(C2C(C#N)=C(N)Oc3cc(C)n(Cc4ccccn4)c(=O)c32)c1OC (stereo not given) | ? | 0% | -8% | 0
38 | CCN1CCN(CC(=O)Nc2cccc(C)c2C)C(=O)C1=O | 15 | 5% | -1% | 4
39 | c1ccc(Cc2nnc3n2CCCCC3)cc1 | -13 | 1% | 1% | 6
40 | CCc1cc2c(=O)n(C(C)C(=O)OC3CCCCC3)cnc2s1 (stereo not given) | -23 | -5% | -6% | -11
41 | CC(C)c1[nH]nc2c1C(c1cccnc1)C(C#N)=C(N)O2 (stereo not given) | 32 | 3% | -1% | -4
42 | CC(C)n1c(N2CCN(C(=O)N3CCCCC3)CC2)nc2ccccc21 | 39 | 6% | -5% | 11
43 | COc1ccc(-c2nnn(CC(=O)OC3CCCCC3)n2)cc1OC | 5 | 7% | -2% | 8
44 | O=C(CSc1nc2ccccc2[nH]1)NCCCn1ccnc1 | 32 | 4% | 2% | 4
45 | O=C(Nc1cccc(Cl)c1)N1CCN(Cc2ccccc2)CC1 | -96* | 1% | -1% | ?
46 | Cc1ccccc1C(=O)N1CCN(c2ccc([N+](=O)[O-])c(NCc3ccco3)c2)CC1 | -29 | -29% | -5% | 2
47 | CCOC(=O)CCCNc1ccc([N+](=O)[O-])cc1[N+](=O)[O-] | -28 | nt | -9% | 4
48 | CCC1Oc2ccccc2N(CC(=O)NCCc2ccc(OC)c(OC)c2)C1=O (stereo not given) | ? | nt | 4% | 0

In the list so far, these have a CF3 group:
No. | Compound | PNC inhibitor | 15-hLO-2 inh | ALOX12 inhib | IMPase cell inh
2 | O=C(CN1N=C(C(F)(F)F)CC1(O)c1ccc([N+](=O)[O-])cc1)c1ccccc1 (stereo not given) | ? | nt | -7% | ?
14 | CN(C)Cc1cc(C(F)(F)F)ccc1C(O)(c1ccccc1)c1ccccc1 | nt | 12%[11.4 µM] | 4%[11.4 µM] | nt

Next section
No. | Compound | PNC inhibitor | 15-hLO-2 inh | ALOX12 inhib | IMPase cell inh
49 | c1cncc(-c2nc3cc(Cc4ccc5oc(-c6cccnc6)nc5c4)ccc3o2)c1 | ? | -8% | -1% | 6
50 | COc1cccc(-c2nc(-c3ccc(NC(=O)c4ccncc4)cc3)no2)c1 | -14 | 5% | 12% | 8
51 | CC1CN(C(=O)COc2ncnc3ccccc23)CC(C)O1 (stereo not given) | -23 | 6% | 0% | 2
52 | Cc1ccc(C(=O)c2coc3ccc(O)c(Cl)c23)cc1 | -13 | -7% | -12% | 10
53 | Cc1ccc(S(=O)(=O)NCc2ccncc2)cc1 | -26 | -2% | 5% | -1
54 | N#C/C(=C(\O)Cc1ccccc1)c1nc2ccccc2[nH]1 | -11 | -5% | -3% | 7
55 | COc1cc(OC)cc(C(=O)NCc2cccnc2)c1 | -3 | 0% | 2% | -5
56 | CC(=O)c1cc2c(cc1NS(=O)(=O)c1ccc3c(c1)OCCO3)OCO2 | -21 | 4% | -6% | 7
57 | Cc1nccn1CC(O)COC1CCCCC1 (stereo not given) | 28 | -15% | -1% | -3
58 | CC(C)n1c(-c2ccco2)csc1=Nc1cccnc1 | -29 | 28% | -4% | 13
59 | O=C(Nc1nccs1)c1ccc(S(=O)(=O)N2CCCCC2)cc1 | ? | 7% | -7% | -7
60 | O=C(c1cn(-c2ccccc2)nc1-c1ccncc1)N1CCCCC1 | 40 | 2% | -4% | -15
61 | CCOC(=O)Cc1[nH]nc2c1C(C1C=CCCC1)C(C#N)=C(N)O2 (stereo not given) | ? | 6% | -8% | 1
62 | COc1ccc(OCCSc2nnc3sc4ccccc4n23)cc1 | -6 | 8% | -1% | 4
63 | O=C(c1ccccc1)c1c[nH]cc1-c1ccccc1 | -100* | nt | 2% | 6
64 | COc1ccc(C(=O)Nc2nc(C)c(C(=O)N(C)C)s2)cc1OC | ? | 9% | 15% | 14
65 | CCOC(=O)Cn1c(=N)n(CCOc2cccc(C)c2)c2ccccc21 | -97* | 34%[activator] | 0% | 2
66 | COc1ccc(N2CCN(CC(O)COc3ccc4c(c3)CCC4)CC2)cc1 (stereo not given) | 0 | 17% | -4% | 5
67 | O=C(COC(=O)C1CC(O)CN1S(=O)(=O)c1ccc(Cl)cc1)c1ccccc1 (stereo not given) | -5 | nt | 2% | -8
68 | CN=C1S/C(=C\c2ccc(N3CCOCC3)cc2C)C(=O)N1C | -29 | nt | 3% | nt
69 | CCCOc1ccc(C(=O)c2nc3c(n2O)CCCCC3)cc1 | -27 | 1% | -6% | 1
70 | COc1ccc(-c2nc(NC(=O)CSc3nnc(C)s3)ns2)cc1 | ? | 2% | -1% | -14
71 | O=C(CSc1nnc(COc2cccc3cccnc23)o1)N1CCN(C(=O)c2ccco2)CC1 | -100* | nt | 2% | -3
72 | O=C1CC(c2cccc(F)c2)C2=C(CCCC2=O)N1 (stereo not given) | 12 | -7% | -2% | -15
73 | CSC1=NCCN1C(=O)c1c(F)cccc1Cl | 15 | -4% | -5% | -1
74 | CCN(CC)S(=O)(=O)c1ccc(-c2nnc(SCC(=O)Nc3ccc4c(c3)OCO4)o2)cc1 | ? | -7% | 4% | -1
75 | O=C(c1coc(=O)c2ccccc12)N1CCN(Cc2ccccc2)CC1 | 60 | 2% | -3% | 2
76 | O=C(C1CC1c1ccccc1)N1CCN(c2cccc(Cl)c2)CC1 (stereo not given) | 12 | 6% | -18% | 14
77 | Cc1cnc(C(=O)Nc2ccc(N3CCN(C(=O)OC(C)(C)C)CC3)cc2)cn1 | ? | 0% | 2% | -11
78 | Cc1ccc(-c2cc(-c3ccccc3[N+](=O)[O-])[nH]n2)c(O)c1 | 70 | -11% | -18% | 3
79 | Cc1cccc(N2CCN(CC(=O)Nc3ccccc3[N+](=O)[O-])CC2)c1C | 64 | 9% | 1% | 5
80 | N#C/C(=C\c1cn(CC(=O)N2CCCC2)c2ccccc12)C(=O)NCc1ccc2c(c1)OCO2 | 3 | nt | -18% | -9
81 | C=CCn1c(SCC(=O)O)nnc1-c1ccccc1 | -16 | nt | 2% | -19
82 | CC(C)n1c(O)c(/C=C2\C=Nc3ccccc32)sc1=Nc1ccccc1 | ? | -6% | -8% | 7
83 | O=C(c1ccc(Cl)cc1)c1nnc(-c2ccncc2)o1 | -82* | -1% | -1% | -3
84 | Cc1csc(SCc2nc3sc4c(c3c(=O)[nH]2)CCC4)n1 | 21 | nt | 4% | -4
85 | COc1ccc(C2c3c(oc4ccccc4c3=O)C(=O)N2Cc2ccncc2)cc1 (stereo not given) | 18 | 13% | 0% | -1
86 | O=C(O)CCc1ccc(-c2ccccc2)n1CC1CCCO1 (stereo not given) | 0 | 11% | -8% | -5

Reformatted with one line to a screen: two of the compounds above
73. CSC1=NCCN1C(=O)c1c(F)cccc1Cl
82. CC(C)n1c(O)c(/C=C2\C=Nc3ccccc32)sc1=Nc1ccccc1
assay / compound,73,82
PNC inhibitor,15,?
15-hLO-2 inh,-4%,-6%
ALOX12 inhib,-5%,-8%
IMPase cell inh,-1,7
